Assay outcomes deposited in PubChem by several laboratories.
Anthrax LF inh2: Bacillus anthracis LF protease inhibitors, primary screen, biochemical, multiplex microsphere, MLPCN library | multiplex microsphere protease cleavage assay | AID 588501, 2011 | 360,000 tested, 0.12% active | inhibition, % at 10 µM | Lethal factor (Bacillus anthracis), P15917; note: plate controls were buffer without enzyme for full effect and enzyme alone for no effect
Target sequence (P15917 whole entry, looked up): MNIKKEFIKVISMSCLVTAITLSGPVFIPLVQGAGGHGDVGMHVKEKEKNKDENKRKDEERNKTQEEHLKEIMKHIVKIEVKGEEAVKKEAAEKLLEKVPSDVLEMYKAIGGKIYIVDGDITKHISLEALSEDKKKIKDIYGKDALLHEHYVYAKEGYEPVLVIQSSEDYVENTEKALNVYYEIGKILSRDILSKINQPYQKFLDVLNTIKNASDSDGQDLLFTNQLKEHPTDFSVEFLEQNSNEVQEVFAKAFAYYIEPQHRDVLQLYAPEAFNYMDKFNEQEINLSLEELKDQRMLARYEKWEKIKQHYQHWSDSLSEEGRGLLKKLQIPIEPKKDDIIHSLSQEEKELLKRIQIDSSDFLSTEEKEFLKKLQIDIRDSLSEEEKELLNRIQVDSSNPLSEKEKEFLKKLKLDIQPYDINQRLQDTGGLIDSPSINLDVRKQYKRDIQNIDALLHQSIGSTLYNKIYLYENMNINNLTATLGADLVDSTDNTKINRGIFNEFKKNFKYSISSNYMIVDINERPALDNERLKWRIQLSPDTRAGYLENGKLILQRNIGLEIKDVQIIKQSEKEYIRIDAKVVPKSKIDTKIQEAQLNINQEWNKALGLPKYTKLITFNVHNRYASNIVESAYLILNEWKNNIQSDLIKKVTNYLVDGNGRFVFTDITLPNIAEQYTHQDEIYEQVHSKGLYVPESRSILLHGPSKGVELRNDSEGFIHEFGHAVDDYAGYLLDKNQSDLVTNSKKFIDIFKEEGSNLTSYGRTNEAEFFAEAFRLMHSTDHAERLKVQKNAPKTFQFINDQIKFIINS
BH1578 lux ind: inducers of Vibrio cholerae quorum light production without autoinducers, primary screen, BH1578 luxS cqsA deficient, single point; 350,000 tested, 0.16% active; V. cholerae BH1578 lux reporter, luminescence, 6 h; activation, % at 18.7 µM; in the data active = activation mostly above about 9.7%, no sharp cut-off; inconclusive = no clear call, values can overlap the other calls; inactive = mostly below about 3.7%; note: not every result past the cut was called active; inactives centre near 0; reference of the scale not given here
PfHsp40 rescue: rescue of yeast from PfHsp40 toxicity, primary screen, S. cerevisiae, ATP luminescence. S. cerevisiae expressing PfHsp40, growth rescue. growth rescue, % at 12.5 µM. 340,000 tested, 0.68% active; in the data active = growth rescue above about 28%, passing the limit was not always enough; inconclusive = no clear call, values can overlap the other calls;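 note: yeast W303a lacking pdr1 and pdr3 grown in galactose medium; growth measured after three days at 30 °C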
PrPC TRFRET: inhibitors of human cell surface prion protein PrPC, primary screen, cell-based, TR-FRET. 370,000 tested, 0.43% active. TR-FRET read-out. AID 720596, 2013. Major prion protein (Homo sapiens), P04156. inhibition, % at 13.8 µM; in the data active = inhibition above about 24%; note: 0% = median of the test wells and 100% = reference compound wells
PriA SSB inh: inhibitors of Klebsiella pneumoniae PriA binding to SSB C-terminal tail, primary screen, biochemical, AlphaScreen | AID 1272365, 2023 | PriA–SSB C-terminal tail interaction (Klebsiella pneumoniae) | 430,000 tested, 0.6% active | AlphaScreen SSBct-PriA binding, biotinylated peptide | inhibition, % at 33 µM; in the data active = inhibition mostly above about 37%, no sharp cut-off; inactive = mostly below about 20%;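 note: plate controls were negative control peptide for no effect and reference peptide for full effect; strong numbers were not always called active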
Yp Topo-I inh: Yersinia pestis topoisomerase I inhibitors, primary screen, biochemical, cleavage product accumulation, plate reader, single point. DNA topoisomerase I (Yersinia pestis CO92). Y. pestis Topo-I cleavage product accumulation. activity, % at 10 µM. 360,000 tested, 0.064% active. AID 504884, 2011; in the data active = activity above about 50%, passing the limit was not always enough; inconclusive = no clear call, values can overlap the other calls; note: inactives centre near 2
BoNT A protease: BoNT/A light chain protease inhibitors, primary screen, biochemical, flow cytometry, MLPCN library; Botulinum neurotoxin type A light chain protease (Clostridium botulinum A str. ATCC 3502); inhibition, % at 10 µM; 360,000 tested, 0.17% active; AID 588499, 2011; multiplex microsphere protease substrate cleavage; note: plate controls were buffer without enzyme for full effect and enzyme alone for no effect
SARS 3CLpro inh: SARS-CoV 3CLpro protease inhibitors, primary screen, biochemical, quenched FRET | recombinant SARS-CoV 3CLpro, quenched FRET peptide cleavage | inhibition, % at 6 µM | 290,000 tested, 0.14% active; in the data active = inhibition above about 12%
TcdB inh: TcdB glycohydrolase inhibitors, primary screen, biochemical, single point, plate reader; Toxin B (Clostridioides difficile), P18177; 350,000 tested, 0.24% active; TcdB glycohydrolase enzymatic assay; inhibition, % at 9.99 µM; in the data active = inhibition above about 10%
An asterisk follows results filed as active; i = inactive; ? = inconclusive; nt = no result given; & = joins results of further samples. Cut-off read from the data, not from the text of the source, unless noted: active = inhibition above about 30%; inconclusive = no clear call, values can overlap the other calls; inactive = below that. Only part of the results is shown (hit frequency here may not be typical).

SMILES | Anthrax LF inh2 | BH1578 lux ind | PfHsp40 rescue | PrPC TRFRET | PriA SSB inh | Yp Topo-I inh | BoNT A protease | SARS 3CLpro inh | TcdB inh
COc1cc(C(=O)Nc2nnc(C(C)(C)C)s2)c([N+](=O)[O-])cc1OC | -1 | -0.3 | -0.9 | -1 | -11 | -5 | -0.6 | 2 | 2.5
O=C(CN(C(=O)c1nsc(Cl)c1Cl)c1ccc(F)cc1)NC1CCCC1 | -1 | -0.2 | -0.7 | 0 | 2 | 3 | -2.6 | -1 | 1.9
CCCn1c(SCC(=O)Nc2ccc(C(=O)Nc3ccccc3OC)cc2)n[nH]c1=O | 1 | -0.3 | -0.5 | 4 | -15 | -2 | -0.2 | 2 | 0.2
Cc1ccc(C(=O)NC(=C(Cl)Cl)S(=O)(=O)c2ccc(Cl)cc2)cc1 | -2 | -0.2 | 18 | 4 | -7 | 1 | 0.9 | 11 | -2.1
CCCn1nc(C(=O)NNC(=O)C2CSC3(C)CCC(=O)N23)c2ccccc2c1=O (stereo not given) | -2 | -0.6 | -1.2 | -8 | -6 | 2 | -2.8 | nt | 0.7
Cc1cccc(CSc2nnc(-c3ccco3)n2C)c1 | nt | -0.2 | -0.3 | 5 | -9 | 5 | nt | 0 | nt
CCOc1cc(CNCCO)cc(Br)c1OCc1ccccc1 | 1 | -0.3 | 1.0 | 0 | -6 | -20 | 1.7 | -4 | 1.4
CCCn1c(=O)c(C(=O)NCc2ccco2)c(O)c2ccccc21 | 0 | -0.5 | 6.0 | 4 | -6 | -8 | 0.4 | 3 | 1.3
COc1ccc(N2CCN(C(=O)CCN3C(=S)NC(C)(C)CC3C)CC2)cc1 (stereo not given) | 4 | -0.2 | 0.3 | -3 | -3 | -2 | 0.0 | 4 | -0.7
CCCCNc1c(C(=O)OCC)c(=O)[nH]c2ccccc12 | -1 | -0.4 | -0.1 | 3 | -7 | -1 | -0.7 | 2 | nt
CC(C)C(NC(=O)c1ccc(F)cc1)C(=O)Nc1cccnc1 (stereo not given) | -3 | -0.4 | -0.4 | -5 | -18 | 2 | 0.3 | -1 | 1.1
COc1ccc(N2CCN(c3oc(Cc4cccc5ccccc45)nc3C#N)CC2)cc1 | -10 | i | 0.7 | -3 | 30 | 0 | -2.1 | -1 | nt
O=C(CS(=O)(=O)c1ccccc1)N1CCCCC1 | -4 | i | 1.1 | -2 | 2 | 2 | -10 | 2 | 0.1
CN(Cc1ccccc1)C(=O)CCC(=O)N(C)Cc1ccccc1 | 5 | i | -1.5 | -7 | -4 | 2 | -0.2 | 0 | nt
O=C(O)CSc1nc2sc3c(c2c(=O)n1Cc1ccccc1)CCCCC3 | 6 | i | 4.6 | -7 | -8 | 4 | 1.1 | 7 | -1.0
Cn1ccnc1COc1ccc(C=O)cc1 | -4 | -0.7 | 1.5 | 1 | 6 | -1 | -0.5 | 1 | 0.3
CCc1ccc(Nc2n[n+](-c3ccccc3)c(-c3cccc(Cl)c3Cl)s2)cc1 | -6 | i | 1.7 | 4 | 8 | -13 | -0.1 | nt | 0.9
Cc1ccc(N2C(=O)c3ccc(C(=O)NCCN4CCOCC4)cc3C2=O)cc1 | 0 | i | -0.4 | 0 | -13 | 3 | 0.5 | 3 | 0.5
COC(=O)c1ccc(C(=O)NC(=S)Nc2ccc3nc(SC)sc3c2)cc1 | 0 | -0.3 | 0.2 | 3 | -3 | 1 | -0.5 | 2 | 0.9
CCN(CC)c1ccc2c(c1)C(=O)N(C)C2=O | -1 | nt | -0.3 | -3 | -23 | 3 | 0.2 | 1 | 0.2
CCCCN(C(=O)c1cccc(S(=O)(=O)N(C)c2ccc(C)cc2)c1)c1c(N)n(CCCC)c(=O)[nH]c1=O | nt | -0.1 | -0.5 | 5 | -2 | 1 | nt | nt | 0.6
O=S(=O)(Nc1ccc2ccccc2c1)N1CCCCC1 | -8 | i | 1.2 | 9 | -3 | 4 | 0.0 | nt | 3.8
CC(=O)NC(=S)NNC(=O)COc1ccc(Br)cc1 | -10 | i | -0.4 | 8 | -8 | -12 | -1.9 | 0 | 1.9
CCOC(=O)C1CCN(S(=O)(=O)c2c(C)n(C)c(=O)n(C)c2=O)CC1 | -9 | -1.1 | 25 | -5 | -6&-4 | 5 | -0.3 | -3 | 0.0
Nc1ccc(-n2nncc2-c2ccc(Cl)cc2)cc1 | 1 | -0.4 | 0.0 | 12 | 5 | -8 | -0.4 | -2 | nt

The last 7 compounds of the part above open the next one:
SMILES | Anthrax LF inh2 | BH1578 lux ind | PfHsp40 rescue | PrPC TRFRET | PriA SSB inh | Yp Topo-I inh | BoNT A protease | SARS 3CLpro inh | TcdB inh
COC(=O)c1ccc(C(=O)NC(=S)Nc2ccc3nc(SC)sc3c2)cc1 | 0 | -0.3 | 0.2 | 3 | -3 | 1 | -0.5 | 2 | 0.9
CCN(CC)c1ccc2c(c1)C(=O)N(C)C2=O | -1 | nt | -0.3 | -3 | -23 | 3 | 0.2 | 1 | 0.2
CCCCN(C(=O)c1cccc(S(=O)(=O)N(C)c2ccc(C)cc2)c1)c1c(N)n(CCCC)c(=O)[nH]c1=O | nt | -0.1 | -0.5 | 5 | -2 | 1 | nt | nt | 0.6
O=S(=O)(Nc1ccc2ccccc2c1)N1CCCCC1 | -8 | i | 1.2 | 9 | -3 | 4 | 0.0 | nt | 3.8
CC(=O)NC(=S)NNC(=O)COc1ccc(Br)cc1 | -10 | i | -0.4 | 8 | -8 | -12 | -1.9 | 0 | 1.9
CCOC(=O)C1CCN(S(=O)(=O)c2c(C)n(C)c(=O)n(C)c2=O)CC1 | -9 | -1.1 | 25 | -5 | -6&-4 | 5 | -0.3 | -3 | 0.0
Nc1ccc(-n2nncc2-c2ccc(Cl)cc2)cc1 | 1 | -0.4 | 0.0 | 12 | 5 | -8 | -0.4 | -2 | nt
Cc1cc(N2C(=O)C3C4CC(c5ccccc5)C(C4)C3C2=O)no1 (stereo not given) | 1 | -0.3 | 1.8 | -2 | -5 | 1 | -1.1 | 1 | 0.6
CSc1ccc(N/N=C(/C#N)S(=O)(=O)C(C)(C)C)cc1 | -8 | -0.3 | -1.0 | -2 | nt | 6 | -0.9 | 1 | 0.5
COCc1ccc(CN2CCc3c([nH]c4ccccc34)C2C(C)(C)C)o1 (stereo not given) | -2 | -0.1 | 0.2 | 4 | -1 | -12 | 0.2 | -1 | 4.2
COc1ccccc1CNC(=O)[C@H](C)NC(=O)[C@@H]1Cc2ccccc2CN1 | -4 | -0.4 | -0.6 | -2 | -15 | -2 | -1.3 | -1 | 0.9
CCOC(=O)C1=C(c2ccccc2)NC(=O)NC1c1ccsc1 (stereo not given) | 21 | -0.4 | -0.2 | 9 | 2 | 1 | -0.7 | 6 | 0.7
O=C1NC(=O)N(C2CCCCC2)CC1Br (stereo not given) | -1 | i | -0.5 | -2 | -9 | 8 | 0.1 | nt | 1.1
COc1ccc(CC(=O)OCC(=O)NCc2ccco2)cc1OC | 2 | i | -0.5 | 9 | -7 | 1 | 2.7 | nt | 1.2
CC(C)Nc1nnc(SCC(=O)/C=C2\N(C)c3ccccc3C2(C)C)s1 | 1 | -3.8 | -0.6 | 6 | -1 | 28 | 4.8 | 1 | -1.0
O=C(CN(C(=O)Cn1nnc(-c2ccccc2F)n1)c1cccc2c1CCCC2)NCc1ccccc1 | -12 | -0.4 | -0.4 | -2 | -11 | 4 | ? | 3 | nt
COc1ccc(S(=O)(=O)NCc2ccc3c(c2)OCO3)cc1OC | -17 | 0.0 | 0.3 | -1 | -10 | 5 | -2.2 | -1 | -0.6
COc1ccc(C(NC(=O)/C=C/c2ccco2)c2ccc(OC)c(OC)c2)cc1 (stereo not given) | -2 | i | 0.9 | -1 | 7 | 11 | -0.7 | -4 | -0.2
COCCCN1C(=O)C(CC(=O)NCc2cccc3ccccc23)CC(C(=O)N(C)C)=C1C (stereo not given) | -1 | -1.1 | nt | 2 | nt | -2 | -0.3 | nt | -0.4
COc1ccccc1CN1CC(C(=O)NCCN2CCNC2=O)CCC1=O (stereo not given) | -1 | -0.4 | -1.8 | 6 | -5 | 1 | -2.0 | 5 | -0.4
COc1cc(C(=O)NC2CCCc3ccccc32)cc(OC)c1C (stereo not given) | 0 | -0.4 | -0.6 | -1 | -12 | -1 | -1.1 | 1 | 1.3
COc1ccc(CCNS(=O)(=O)c2cc3c(cc2C)NC(=O)CO3)cc1OC | -6 | -0.1 | 0.4 | 1 | -5 | -1 | -0.5 | -2 | 0.0
COC(=O)CCC(=O)OC1(C)C(=O)C=C2C=C(c3ccsc3)OC=C2C1=O (stereo not given) | -4 | -1.1 | -2.1 | nt | -10 | -11 | 2.8 | nt | nt
Cc1c(C(=O)NCCCn2ccnc2)oc2ccccc12 | -2 | i | 0.7 | -2 | -4 | -3 | -0.3 | -1 | 1.2
COc1cc(/C=C2\S/C(=N/S(=O)(=O)c3ccc(C)cc3)NC2=O)c([N+](=O)[O-])cc1OC | nt | -0.3 | 1.1 | -14 | nt | -2 | nt | -3 | nt
Nc1[nH]c(N=NC(=O)c2ccc(Cl)cc2)c2ccccc12 | -1 | 0.8 | 0.3 | 7 | -3 | -1 | 0.9 | 1 | nt
CCCn1nnc(NC(=O)c2ccc(F)cc2)n1 | -3 | i | -0.4 | 1 | -4 | -2 | 0.0 | 0 | nt
COc1cc(CCC(=O)O)on1 | 4 | -0.6 | 0.8 | -1 | -8 | -2 | 3.4 | 3 | -3.4
COc1cccc(-c2ccc3c(c2)O[C@@H](CN(C)Cc2cncnc2)[C@@H](C)CN([C@H](C)CO)S3(=O)=O)c1 | -4 | i | nt | -12 | nt | 33 | 0.0 | nt | -0.1&1.6&0.9
COc1ccccc1-c1nnc(C2CCN(S(=O)(=O)c3cccc([N+](=O)[O-])c3)CC2)o1 | -2 | i | 1.0 | -20 | 10 | 14 | 1.4 | -1 | -0.3
COc1ccc(C(=O)c2ccc(OC)c(N)c2)cc1N | -5 | -11 | -1.3 | 3 | 0 | 2 | -0.1 | 2 | nt
Cc1cc(N2CCOCC2)n2ncc(-c3ccccc3Cl)c2n1 | -5 | i | 1.7 | 1 | -11 | 0 | -0.1 | 3 | -0.5

Other results follow.
SMILES | Anthrax LF inh2 | BH1578 lux ind | PfHsp40 rescue | PrPC TRFRET | PriA SSB inh | Yp Topo-I inh | BoNT A protease | SARS 3CLpro inh | TcdB inh
COc1ccc(-c2cc3c(nn2)-c2ccccc2C3=O)cc1 | -2 | -0.3 | -1.1 | 3 | 3 | 15 | 1.9 | -2 | 0.3
CCOC(=O)[C@]12CCC=C1N(Cc1ccc3c(c1)OCO3)C(=O)[C@H](CC(=O)N1CCOCC1)C2 | -2 | nt | nt | 7 | nt | nt | 0.1 | nt | -1.1
Cc1ccc2nsnc2c1S(=O)(=O)N(CCO)Cc1cc2cc3c(cc2[nH]c1=O)OCCO3 | 4 | i | -0.2 | -29 | -9 | 9 | -1.1 | -3 | nt
O=C(c1cc(Cl)ccc1[N+](=O)[O-])N1CCc2ccccc2C1 | -1 | i | -0.8 | -3 | 5 | 3 | -0.6 | 0 | nt
Cc1cccc(NS(=O)(=O)c2ccc(-c3ccc(=O)[nH]n3)o2)c1 | -2 | i | 0.5 | 0 | 2 | 2 | 1.6 | -1 | -0.3
CC(O)c1c(OCc2ccccc2)ncnc1OCc1ccccc1 (stereo not given) | 5 | i | 6.8 | 9 | -51 | -2 | 0.5 | -2 | nt
